Screening results (PubChem)
CRFBP-R2 agonist: agonists of human CRF-binding protein/CRF-R2 receptor complex | HEK293 CRF-R2/CRF-BP, calcium dye fluorescence (FLIPR); percent of saturating CRF peptide response | activation, % at 13.2 µM | hit rate 0.46% among 350,000 | AID 588473;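 active = activation of at least 50%, plus an integration ratio under a set limit after plate pattern correction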;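 note: plate controls were neutral control wells without compound for no effect and CRF at EC100 for full effect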
HCV NS3 hel inh: inhibitors of Hepatitis C virus NS3 helicase; inhibition, % at 10.9 µM; hit rate 0.56% among 290,000; NS3 helicase DNA unwinding, Cy5 molecular beacon fluorescence;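 active = inhibition above the mean of all tested compounds plus 3 SD, set per campaign, cut at about 35% in these data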;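 note: 0% = DMSO wells and 100% = thioflavine S control wells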
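System: HCV NS3 helicase fragment; control set: DMSO and thioflavine S; technique: Cy5 fluorescence at 0 and 60 min, beacon hairpin quenching; reagent: beacon DNA duplex substrate plus ATP; replicates: singlicate; schedule: 1 h reaction at 25 °C, ATP-initiated; medium: MOPS buffer pH 6.5 with MgCl2, DTT, Tween20, BSA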
MEKK2 WT-MEK5: raises or lowers MEK5 binding to wildtype human MEKK2 PB1 domain; bead flow cytometry, Alexa488-MEK5 binding to MEKK2 WT; actives lie on both sides; Q9Y2U5; AID 1531; binding response (% of control), % at 10 µM; hit rate 1.1% among 290,000; in the data active = binding response below about 67% or above about 130%
DNA FID counter: fluorescent intercalator displacement, NS3 helicase counter-screen | hit rate 0.17% among 290,000 | inhibition, % at 7.9 µM | DNA fluorescent intercalator displacement, fluorescence; in the data active = inhibition above about 37%;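 note: 0% = vehicle and 100% = reference compound; higher means more ethidium bromide displaced from hairpin DNA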
MEKK2 mut-MEK5: signal of MEK5 binding to mutant human MEKK2 PB1 domain | bead flow cytometry, Alexa488-MEK5 binding to MEKK2 mutant | percent response, % at 10 µM | hit rate 0.35% among 290,000 | AID 1530; in the data active = percent response above about 24%, passing the limit was not always enough; note: inactives centre near 1; some results filed as inactive read as strong as hits
GalR3 antagonist: blocks the human galanin receptor 3 | HEK293 GalR3-CNG cAMP membrane potential fluorescence; galR3 body fused to GalR1 C-terminus | AID 651719 | inhibition, % at 3 µM | hit rate 0.44% among 360,000;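 active = inhibition above the screen-wide average plus 3 SD, cut at about 13% in these data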;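 note: forskolin and galanin both at EC90 stimulate the cells; cAMP rise reported by CNG channel membrane potential dye signal; 0% = forskolin plus galanin with DMSO and 100% = forskolin alone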
Target sequence (O60755 1-299 limits assumed): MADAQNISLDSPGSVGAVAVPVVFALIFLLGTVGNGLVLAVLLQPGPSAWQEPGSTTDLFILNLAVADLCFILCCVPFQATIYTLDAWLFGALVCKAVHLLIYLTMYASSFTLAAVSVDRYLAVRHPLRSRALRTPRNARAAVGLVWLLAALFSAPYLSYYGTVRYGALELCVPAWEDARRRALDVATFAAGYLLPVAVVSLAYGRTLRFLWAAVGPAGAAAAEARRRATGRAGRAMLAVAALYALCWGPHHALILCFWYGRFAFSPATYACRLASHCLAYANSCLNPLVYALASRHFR
UBC9 SUMO inh: inhibitors of human SUMOylation (UBC9). P63279. HTRF SUMOylation assay, SAE1/SAE2 + UBC9, in vitro. inhibition, % at 35 µM. hit rate 0.36% among 290,000; in the data active = inhibition above about 50%, passing the limit was not always enough; note: strong numbers were not always called active
Target sequence (P63279 whole entry, looked up): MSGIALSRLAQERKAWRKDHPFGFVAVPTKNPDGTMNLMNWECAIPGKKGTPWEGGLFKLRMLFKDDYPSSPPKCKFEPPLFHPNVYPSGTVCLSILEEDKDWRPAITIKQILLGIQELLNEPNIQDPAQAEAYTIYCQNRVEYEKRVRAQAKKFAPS
MEKK3 PB1 HTS: modulators (inhibitors or enhancers) of MEK5 binding to human MEKK3 PB1 domain | Q99759 | bead-based flow cytometry, Alexa488-MEK5 binding to MEKK3; actives lie on both sides; 0 = blocked by unlabeled MEK5, 100 = vehicle | binding response (% of control), % at 10 µM | hit rate 1.4% among 290,000;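 active = binding response more than 3 SD above or below the average of its plate-row segment, actives on both sides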;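 note: Alexa488 bead fluorescence after subtracting the streptavidin-only scavenger bead signal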
Target sequence (Q99759 whole entry, looked up, the tested form may be a part): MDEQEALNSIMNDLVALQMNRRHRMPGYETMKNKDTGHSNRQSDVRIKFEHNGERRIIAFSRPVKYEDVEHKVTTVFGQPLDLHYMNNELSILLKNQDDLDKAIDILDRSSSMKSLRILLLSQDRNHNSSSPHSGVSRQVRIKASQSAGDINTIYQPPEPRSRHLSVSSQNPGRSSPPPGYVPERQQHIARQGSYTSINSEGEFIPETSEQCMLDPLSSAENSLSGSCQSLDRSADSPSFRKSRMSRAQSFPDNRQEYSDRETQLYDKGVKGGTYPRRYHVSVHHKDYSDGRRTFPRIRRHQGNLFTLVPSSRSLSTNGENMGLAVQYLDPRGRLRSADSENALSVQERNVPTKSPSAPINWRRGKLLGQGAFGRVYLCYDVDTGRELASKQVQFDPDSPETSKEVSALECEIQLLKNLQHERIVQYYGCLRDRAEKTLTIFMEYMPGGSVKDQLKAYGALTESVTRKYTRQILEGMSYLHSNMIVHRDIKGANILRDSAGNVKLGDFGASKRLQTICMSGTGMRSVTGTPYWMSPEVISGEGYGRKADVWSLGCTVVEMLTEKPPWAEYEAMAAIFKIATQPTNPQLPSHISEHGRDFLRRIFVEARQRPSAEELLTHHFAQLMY
CRFR2-BP antag: blocks CRF-induced signaling of the CRF-BP/CRF-R2 complex; HEK293 CRF-R2/CRF-BP, CRF-induced calcium fluorescence; inhibition, % at 11.8 µM; hit rate 0.59% among 350,000; AID 588475;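 active = inhibition of the ligand-induced calcium signal above about 50% at the single tested concentration, limit read from the data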
Active calls of the source: *; nt = not tested or not shown.

Structure | CRFBP-R2 agonist | HCV NS3 hel inh | MEKK2 WT-MEK5 | DNA FID counter | MEKK2 mut-MEK5 | GalR3 antagonist | UBC9 SUMO inh | MEKK3 PB1 HTS | CRFR2-BP antag
COc1ccc(C(=O)Oc2c(OC)cc(C(=S)N3CCOCC3)cc2OC)cc1 | 1.2 | -17.3 | 106.0 | -35.6 | 9.0 | -9.4 | -6.9 | 103.0 | 10.6
C#CCn1c2ccccc2c2nc3ccccc3nc21 | -0.7 | -7.9 | 106.0 | -5.3 | 6.0 | -11.4 | 31.2 | 105.0 | 5.2
COc1ccc(S(=O)(=O)N(C)CC(=O)NCCCN2CCOCC2)cc1Cl | -0.6 | 6.8 | 98.0 | 1.6 | 7.0 | 1.1 | -6.4 | 101.0 | 1.5
CC1CN(CCc2ccccc2)c2nc3c(c(=O)n(CC(N)=O)c(=O)n3C)n2C1 (stereo unspecified) | 4.0 | 5.8 | 97.0 | -32.3 | 2.0 | -7.4 | 17.3 | 94.0 | -4.2
CCOC(=O)C1=NNC2(c3ccc(C)cc3)C(=O)N(c3ccccc3)C(=O)C12 (stereo unspecified) | 0.0 | 1.2 | 103.0 | -23.5 | 2.0 | -3.8 | 3.1 | 106.0 | -5.9
Cc1ccc(NC(=S)NC(NC(=O)Cc2cccc3ccccc23)C(Cl)(Cl)Cl)cc1 (stereo unspecified) | 1.4 | 8.8 | 94.0 | -2.2 | 5.0 | -2.5 | 36.5 | 103.0 | 23.2
CCOC(=O)c1c(NC(NC(C)=O)C(Cl)(Cl)Cl)sc(C(C)=O)c1C (stereo unspecified) | 1.2 | -6.8 | 107.0 | -23.5 | 4.0 | -3.8 | 9.3 | 102.0 | 3.6
CCc1nnc(SCC(=O)N2CCCC(N3CCN(c4ccccc4C)CC3)C2)o1 (stereo unspecified) | -1.1 | -14.3 | 108.0 | -19.2 | 5.0 | -6.5 | 2.9 | 102.0 | 11.4
O=C(N/N=C/C=C/c1ccco1)c1ccncc1 | -0.9 | 8.6 | 99.0 | -5.7 | -3.0 | -2.4 | 19.5 | 96.0 | -7.8
COc1ccc([N+](=O)[O-])cc1N(CC(O)CN(CC(C)C)CC(C)C)S(=O)(=O)c1ccccc1 (stereo unspecified) | 0.1 | -14.3 | 98.0 | 24.9 | -5.0 | -7.9 | -39.3 | 98.0 | 31.7
Cc1c(CCC(=O)NCC(=O)NCC(=O)O)c(=O)oc2cc3oc4c(c3cc12)CCCC4 | 1.4 | 17.9 | 102.0 | -13.8 | -1.0 | -10.1 | 16.0 | 102.0 | 13.9
Cc1cc(/C=C2/NC(=O)NC2=O)c(C)n1-c1ccc(N2CCOCC2)cc1 | 0.0 | 2.4 | 100.0 | -12.3 | 1.0 | 4.7 | -1.3 | 105.0 | -9.4

Four consecutive entries from above, quoted:
Structure | CRFBP-R2 agonist | HCV NS3 hel inh | MEKK2 WT-MEK5 | DNA FID counter | MEKK2 mut-MEK5 | GalR3 antagonist | UBC9 SUMO inh | MEKK3 PB1 HTS | CRFR2-BP antag
COc1ccc(C(=O)Oc2c(OC)cc(C(=S)N3CCOCC3)cc2OC)cc1 | 1.2 | -17.3 | 106.0 | -35.6 | 9.0 | -9.4 | -6.9 | 103.0 | 10.6
C#CCn1c2ccccc2c2nc3ccccc3nc21 | -0.7 | -7.9 | 106.0 | -5.3 | 6.0 | -11.4 | 31.2 | 105.0 | 5.2
COc1ccc(S(=O)(=O)N(C)CC(=O)NCCCN2CCOCC2)cc1Cl | -0.6 | 6.8 | 98.0 | 1.6 | 7.0 | 1.1 | -6.4 | 101.0 | 1.5
CC1CN(CCc2ccccc2)c2nc3c(c(=O)n(CC(N)=O)c(=O)n3C)n2C1 (stereo unspecified) | 4.0 | 5.8 | 97.0 | -32.3 | 2.0 | -7.4 | 17.3 | 94.0 | -4.2

The list continues.
Structure | CRFBP-R2 agonist | HCV NS3 hel inh | MEKK2 WT-MEK5 | DNA FID counter | MEKK2 mut-MEK5 | GalR3 antagonist | UBC9 SUMO inh | MEKK3 PB1 HTS | CRFR2-BP antag
CC(/C=C/c1ccccc1)=N\NC(=S)NC(C)C | -2.7 | 2.9 | 93.0 | -11.8 | -4.0 | -5.8 | -27.0 | 99.0 | 1.4
O=C(O)CCCCCN1C(=O)C(O)=C(C(=O)/C=C/c2ccccc2)C1c1cccc([N+](=O)[O-])c1 (stereo unspecified) | -1.9 | 11.0 | 91.0 | -38.8 | -12.0 | -6.3 | 9.9 | 95.0 | 22.3
NC(=O)CC(NC(=O)Cc1ccc(Br)cc1)c1ccc(NCCOc2ccccc2)c([N+](=O)[O-])c1 (stereo unspecified) | -0.4 | nt | 111.0 | nt | 6.0 | -2.9 | 55.5 | 108.0 | -2.4
Cc1ccc(C)c(N(CC(=O)NC2CCCC2)C(=O)CCCC(=O)Nc2ccccn2)c1 | -1.7 | 2.5 | nt | -31.0 | nt | -0.1 | 23.7 | nt | 6.2
COC(=O)Cc1ccc(NC(=S)N2CCC(Cc3ccccc3)CC2)cc1 | -0.2 | 3.8 | 98.0 | -25.3 | 3.0 | -10.4 | 12.0 | 101.0 | -10.7
COCCNC(=O)c1ccc2c(c1)ncn2-c1cccc(C)c1 | -4.0 | 5.2 | 105.0 | -16.7 | 4.0 | -2.0 | -0.2 | 103.0 | 3.0
NNC(=O)c1csc(-c2ccccc2)n1 | -1.1 | -9.3 | 99.0 | -15.4 | 0.0 | -6.1 | 18.4 | 103.0 | 11.6
CCCCC(=O)NC(c1ccc(Cl)cc1Cl)c1ccc2cccnc2c1O (stereo unspecified) | -2.2 | 12.8 | 96.0 | -21.6 | 1.0 | -9.4 | -46.4 | 97.0 | 2.6
COC(=O)Sc1nnc(-c2ccc(Br)cc2)o1 | nt | 3.1 | 97.0 | 6.4 | -5.0 | nt | -8.3 | 95.0 | nt
O=P(Cc1ccccc1O)(c1ccccc1)c1ccccc1 | -1.8 | -16.4 | 96.0 | -11.3 | 0.0 | -2.8 | -10.1 | 110.0 | 5.3
CN(C)Cc1nc2ccccc2c(=O)n1Cc1nc(C(C)(C)C)cs1 | 2.9 | 2.0 | 106.0 | 14.3 | 3.0 | -3.8 | -9.7 | 102.0 | -12.3
CNc1cnn(-c2ccccc2)c(=O)c1Cl | -0.4 | -1.4 | 107.0 | 0.0 | 6.0 | -0.4 | -19.5 | 105.0 | 11.9

Arranged by value in HCV NS3 hel inh (rising): three of the compounds above.
SMILES	HCV NS3 hel inh
Cc1ccc(C)c(N(CC(=O)NC2CCCC2)C(=O)CCCC(=O)Nc2ccccn2)c1	2.5
CC(/C=C/c1ccccc1)=N\NC(=S)NC(C)C	2.9
COC(=O)Sc1nnc(-c2ccc(Br)cc2)o1	3.1

Full records, looked up by structure. Screens in order: CRFBP-R2 agonist | HCV NS3 hel inh | MEKK2 WT-MEK5 | DNA FID counter | MEKK2 mut-MEK5 | GalR3 antagonist | UBC9 SUMO inh | MEKK3 PB1 HTS | CRFR2-BP antag
O=P(Cc1ccccc1O)(c1ccccc1)c1ccccc1 reads -1.8 | -16.4 | 96.0 | -11.3 | 0.0 | -2.8 | -10.1 | 110.0 | 5.3
COC(=O)Sc1nnc(-c2ccc(Br)cc2)o1 reads nt | 3.1 | 97.0 | 6.4 | -5.0 | nt | -8.3 | 95.0 | nt

More entries follow.
Structure | CRFBP-R2 agonist | HCV NS3 hel inh | MEKK2 WT-MEK5 | DNA FID counter | MEKK2 mut-MEK5 | GalR3 antagonist | UBC9 SUMO inh | MEKK3 PB1 HTS | CRFR2-BP antag
Cc1cc(C)cc(N2C(N)=NC(N)=NC2c2cccc(Cl)c2)c1 (stereo unspecified) | -3.0 | -66.8 | 110.0 | 1.8 | 15.0 | -8.8 | -11.4 | 108.0 | 0.0
COC(=O)c1ccccc1NC(=O)CSc1nnc(C(CO)NC(=O)c2ccccc2Cl)n1C (stereo unspecified) | 8.2 | -2.2 | 98.0 | -20.9 | 0.0 | -7.5 | 14.5 | 100.0 | -25.8
Nc1nnc(CSCc2cccc(Br)c2)s1 | 1.1 | 16.7 | 105.0 | -9.8 | 1.0 | -1.6 | -0.3 | 104.0 | -6.0
COc1ccc(CNC(=O)C(C)N(Cc2ccccc2OC)C(=O)c2snc(C(N)=O)c2N)cc1 (stereo unspecified) | -3.1 | 3.5 | 101.0 | -36.3 | 1.0 | -7.5 | -2.6 | 97.0 | 1.5
CC(C)(C)c1nc(N2CCN(C(=O)c3ccco3)CC2)c2nnn(Cc3ccccc3)c2n1 | 1.7 | -0.9 | 97.0 | -26.2 | 0.0 | -2.3 | -16.0 | 103.0 | -2.0
CC(Oc1ccc(Cl)cc1Cl)C(=O)Nc1cccc(O)c1 (stereo unspecified) | 0.1 | -7.9 | 66.0 | -11.3 | -13.0 | 14.5* | -11.6 | 57.0 | 31.7
CCCCCCN(C(=O)CCCCCN1C(=O)NC(c2ccc(-c3ccccc3)cc2)C(C(=O)OCc2ccccc2)=C1C)C(C(=O)NCCCC)c1ccc(OCC(=O)OC)cc1 (stereo unspecified) | nt | 5.3 | 98.0 | -15.1 | -5.0 | nt | 5.2 | 101.0 | nt
Cc1ccc(NC(=O)CN(C)C(=O)COc2cc(F)ccc2[N+](=O)[O-])cc1 | -0.1 | -2.7 | 100.0 | 0.4 | 9.0 | -4.8 | -3.3 | 106.0 | -10.7
O=C(NNC(=S)NC1CCCCC1)c1sc2ccccc2c1Cl | 5.8 | 48.0* | 98.0 | -25.9 | -2.0 | -1.5 | -72.9 | 102.0 | 12.5
Cc1cc(S(=O)(=O)Nc2ccc3ccccc3c2)c(C)s1 | 1.4 | -1.6 | 105.0 | -7.5 | 4.0 | -9.1 | -13.7 | 107.0 | -21.4
c1ccc(Cn2cnc3ccccc32)cc1 | -1.0 | -0.9 | 102.0 | -3.3 | -2.0 | -2.7 | -7.8 | 101.0 | 10.3
Cc1ccc(C(=O)NC2CCN(C(=O)NC3CCCCC3)CC2)cc1 | -0.9 | 5.2 | 106.0 | -8.1 | 3.0 | -3.7 | -1.2 | 93.0 | 26.2
O=C(Nc1ccccc1)c1ccco1 | 1.6 | 10.7 | 105.0 | -2.7 | 7.0 | -3.8 | 0.2 | 98.0 | -10.9
CC(C)(C)NC(=O)C1CCC(CNS(=O)(=O)c2cccc3nsnc23)CC1 (stereo unspecified) | 2.1 | 6.1 | 97.0 | -25.9 | 1.0 | 0.6 | 4.7 | 96.0 | 2.2
CC1Cc2nc(SCC(=O)N3CCCC3)n(C)c(=O)c2S1 (stereo unspecified) | 0.3 | 4.9 | 107.0 | -3.4 | 12.0 | nt | 14.5 | 106.0 | -20.0
O=S(=O)(c1ccc(Cl)nc1)N1CCCc2ccccc21 | -0.4 | -14.5 | 111.0 | -7.8 | 11.0 | -5.5 | 1.4 | 99.0 | 10.2
Cc1cc(/C(N)=N/OC(=O)Nc2ccccc2)no1 | -0.7 | -8.5 | 87.0 | 0.1 | -15.0 | -4.4 | 25.1 | 88.0 | -10.8
CCC(=O)N1CCCC(C(=O)c2ccc(-c3ccccc3)cc2)C1 (stereo unspecified) | 1.0 | -13.4 | 108.0 | -38.9 | 7.0 | -7.9 | 2.7 | 102.0 | -3.5
COc1ccc(CCN2CC(C(=O)O)CC2=O)cc1OC (stereo unspecified) | 4.7 | -11.9 | 109.0 | -0.5 | 6.0 | 0.5 | 3.6 | 107.0 | 13.7
COCCC(=O)N1CCC(Oc2ccc(C(=O)NCCn3cccn3)cc2)CC1 | 0.2 | -3.7 | 99.0 | -15.3 | -4.0 | 3.6 | -2.4 | 101.0 | -4.7

Some of the compounds tested; count on the stated rates, not on these rows.
